Screens from PubChem.
FEN1 inhibitor = inhibitors of human flap endonuclease 1. Recombinant FEN1 flap cleavage, fluorescence, 15 min. Potency, µM (highest dose often 114 µM), inactives show at the top dose activity change, negative = inhibition, hits mostly inhibitors. hit rate 0.35% among 390,000. AID 588795; note: nearly all actives have a fitted effect of over 65% in size
Target sequence (P39748 whole entry, looked up): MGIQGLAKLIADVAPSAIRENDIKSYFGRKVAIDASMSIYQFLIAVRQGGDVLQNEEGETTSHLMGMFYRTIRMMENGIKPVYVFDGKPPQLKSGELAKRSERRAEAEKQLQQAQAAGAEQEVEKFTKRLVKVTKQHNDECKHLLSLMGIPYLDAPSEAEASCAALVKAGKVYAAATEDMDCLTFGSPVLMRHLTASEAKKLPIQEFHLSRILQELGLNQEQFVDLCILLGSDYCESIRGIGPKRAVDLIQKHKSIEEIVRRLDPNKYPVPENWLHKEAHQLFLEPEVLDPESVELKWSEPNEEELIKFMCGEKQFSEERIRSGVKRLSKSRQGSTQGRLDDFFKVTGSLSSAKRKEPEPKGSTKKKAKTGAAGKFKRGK
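Recombinant FEN1 (10 nM) was preincubated with pin-transferred compounds for 15 min at room temperature, then flap DNA substrate (50 nM final) was added. Plates were read at 0 and 15 min, and normalized concentration–response data were fitted to a four-parameter Hill equation.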
N370S GC mod = inhibits or activates N370S mutant glucocerebrosidase. AID 2101. hit rate 0.092% among 330,000. Potency, µM (doses to about 59.4 µM), inactives show at the highest dose activity change, negative = inhibition, hits mostly inhibitors. P04062. N370S GC spleen homogenate, 4MU-glucoside fluorescence;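 note: 0% = full enzyme activity and -100% = no enzyme basal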
TDP1 inh = TDP1 (human) enzyme inhibition | Q9NUW8 | recombinant TDP1, AlphaScreen DNA substrate cleavage | Potency, µM (top dose mostly 130 µM), inactives show at the highest dose activity change, negative = inhibition, usual class: inhibitors | hit rate 0.28% among 350,000 | AID 485290; note: nearly all actives have a fitted effect of over 40% in size
Target sequence (Q9NUW8 whole entry, looked up): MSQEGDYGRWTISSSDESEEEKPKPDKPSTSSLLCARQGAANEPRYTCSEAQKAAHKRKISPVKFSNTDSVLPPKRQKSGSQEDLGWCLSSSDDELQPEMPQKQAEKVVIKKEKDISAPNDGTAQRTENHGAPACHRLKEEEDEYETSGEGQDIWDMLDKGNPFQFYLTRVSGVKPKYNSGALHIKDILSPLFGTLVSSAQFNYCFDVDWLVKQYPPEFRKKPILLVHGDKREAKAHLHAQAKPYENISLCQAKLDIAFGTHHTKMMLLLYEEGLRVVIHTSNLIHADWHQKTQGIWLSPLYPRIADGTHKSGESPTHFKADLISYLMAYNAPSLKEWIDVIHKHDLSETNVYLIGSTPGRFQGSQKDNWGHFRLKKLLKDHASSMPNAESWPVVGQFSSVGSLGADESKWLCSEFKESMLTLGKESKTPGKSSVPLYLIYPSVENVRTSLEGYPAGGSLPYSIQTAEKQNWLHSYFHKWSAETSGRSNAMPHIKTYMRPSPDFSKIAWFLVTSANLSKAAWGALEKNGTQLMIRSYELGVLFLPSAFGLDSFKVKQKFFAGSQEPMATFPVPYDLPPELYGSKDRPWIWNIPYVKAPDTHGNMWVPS
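E. coli-derived human Tdp1, 1 nM final. Cpd preinc 15 min RT; substrate 15 nM final, 5 min RT; AS bead mix 10 ug/ml final, 10 min RT. Signal loss = tyrosine-FITC cleavage. No-enzyme wells = max signal.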
Starred values were filed as active, the others as inactive; u = inconclusive; x = no result given; & = joins results of further samples; [ ] = another dose, or the depositor's remark. Calls come from the whole dose curve; as a rule, active = well fitted curve in the direction sought with a large enough effect; inconclusive = small, poorly fitted or top-dose-only effect, or another doubt; inactive = no such curve, though single readings can be large; an effect the other way counts as inactive or inconclusive. Unless noted, % is set by controls: 0 for no effect and ±100 for the full control effect; potency is the fitted concentration of half-maximal effect.

SMILES	FEN1 inhibitor	N370S GC mod	TDP1 inh
COc1ccc(C(=O)Nc2sc3c(c2C#N)CCN(C(C)=O)C3)cc1	13%	1%	6%
C/C(CC(=O)Nc1ccc(Cl)c(C(F)(F)F)c1)=N\NC(=O)c1ccccc1O	-17%	-4%	9%
CCOc1ccc(CNC(=O)c2ccc(-c3nc(CSc4ccc(C)cc4)c(C)o3)cc2)cc1	3%	x	-3%
COc1ccc(S(=O)(=O)N(CC(=O)N2CCOCC2)Cc2ccccc2)cc1C	-4%	6%	4%
CC(=O)c1ccc(N(CC(=O)Nc2cc(C)on2)S(=O)(=O)c2ccc(C)cc2)cc1	4%	x	-3%
Nc1cc(N)nc(SCc2cc(=O)oc3cc4c(cc23)CCC4)n1	-12%	-4%	4%
COc1cc(/C=N/Nc2nc3ccccc3[nH]2)cc(Br)c1OCC(=O)N(C)C	-3%	-10%	10%
Cc1cc(=O)[nH]c2c1c(=O)[nH]n2C1CC(C)N(C)CC1C (stereo not given)	7%	2%	-3%
COc1ccc(-c2ccc(-c3nc4ccc(C)cn4c3NC3CCCCC3)cc2OC)cc1	-7%	u	1%
COc1ccc(NC(=O)c2ccccc2C(=O)N2CCCCC2)cc1	7%	4%	5%
CC(C)C(=O)N(Cc1ccc(F)cc1)Cc1nc2ccccc2c(=O)[nH]1	-3%	6%	1%
O=C1CCCC(c2ccccc2)N1 (stereo not given)	-2%	14%	5%
CC(C)C[C@@H](CN=[N+]=[N-])N1CCN(C)CCC1=O	4%&16%	-5%	x
CCCn1c(SCC(=O)Nc2sc(C)c(C)c2C#N)nnc1C(C)C	3%	-36%	7%
CCc1ccccc1Nc1nn2c(=O)c3ccc(C(=O)NCCC4=CCCCC4)cc3nc2s1	-5%	x	3%
COc1cc(OC)cc(C(=O)NCC(=O)NC(C)c2ccccc2)c1 (stereo not given)	15%	-15%	x
CC(=O)N(C)Cc1ccc(C(=O)CCl)cc1	3%	-6%	4%
CCOC(=O)CSc1n[nH]c(NC(C)=O)n1	-17%	-5%	x
O=C(O)c1sccc1Oc1ccc(NS(=O)(=O)c2ccccc2)cc1	-14%	8%	x
CCc1c(C)nc(SC)n(CC#N)c1=O	-1%	-3%	3%
C=CCOc1ccc(/C=C2\SC(N3CCCCC3)=NC2=O)cc1	3%	2%	x
O=C(NCCOc1ccccc1)c1ccc2n[nH]nc2c1	-5%	x	0%[56.1 µM]
COCCN(CC(=O)Nc1ccc(F)cc1)S(=O)(=O)c1ccc(S(=O)(=O)N2CCCC2)cc1	10%	4%	7%
Fc1ccc2cc(-c3cccnc3)ncc2c1	-16%	x	0%
CSc1ccc(N=Nc2c(C)[nH]n(C)c2=O)cc1	-1%	12%	9%

A second format for part of the listing above.
Results follow in this order: FEN1 inhibitor	N370S GC mod	TDP1 inh
> C=CCOc1ccc(/C=C2\SC(N3CCCCC3)=NC2=O)cc1
 : 3%	2%	x
> O=C(NCCOc1ccccc1)c1ccc2n[nH]nc2c1
 : -5%	x	0%[56.1 µM]

(next part)
SMILES	FEN1 inhibitor	N370S GC mod	TDP1 inh
S=C(Nc1ccc(Cl)cc1)NC1CCCCC1	-5%	-8%	1%
Cn1nnnc1SCC(=O)N1CCN(S(=O)(=O)c2ccccc2)CC1	2%	-10%	-1%
O=C1c2cccnc2C(Nc2ccc(Br)cc2)N1Cc1cccs1 (stereo not given)	-21%	4%	-6%
O=C(O)Cn1c(O)c(C=Nc2ccccc2)sc1=S	1%&-14%	-8%&0%	-5%&-1%
CC(C)(C)n1nc2c(c1NC(=O)c1ccc(F)c(F)c1)CS(=O)(=O)C2	7%	-9%	2%
O=C(OCc1cc(Cl)cc2c1OCOC2)c1cccnc1Cl	-7%	x	-13%
CC(C)n1c(SCC(=O)Nc2ccc3c(c2)OCO3)nc2c1c(=O)n(C)c(=O)n2C	2%	-13%	2%
CNC(=O)CCC(=O)Nc1ccc(C)cc1	-12%	2%	3%
O=C(N/N=C/c1cccc2nccnc12)c1ccncc1	-1%	-11%	7%
Cc1cc(/C=C2\SC(=S)NC2=O)c(C)n1-c1cccc(O)c1	-30%	26%	5%
COc1ccc(NC(=O)N2CCn3c2nc2ccccc23)cc1	-1%	1%	0%
COc1ccc(CNC(=S)Nc2ccccc2)cc1	-7%	0%	4%
O=C(COc1ccc2c(c1)OCO2)Nc1ccccc1F	-6%	-4%	0%
CCOC(=O)N1CCN(C(=O)CN2C(=O)/C(=C\c3cccc(OC)c3)SC2=S)CC1	-5%	x	5%
COc1ccccc1CNC(=O)COC(=O)c1ccc(Cl)c(N)c1	-3%	-16%	1%
CC(=O)Nc1ccc(C(=O)NNC(=O)c2ccc(Cl)cc2Cl)cc1	1%	-3%	x
CN(c1ccccc1)S(=O)(=O)c1cccc(NC(=O)CSc2nncn2C)c1	-3%	-1%	1%
CCCCn1c(C(C)NC(=O)c2cccs2)nc2ccccc21 (stereo not given)	10%	-6%	3%
Cc1cc(C)c(OCC(=O)OCC(=O)N2CCCc3ccccc32)c(C)c1	-9%	-7%	-12%
COc1ccc(-c2[nH]c3ccccc3c2SCCNC(=O)c2cc(OC)c(OC)c(OC)c2)cc1	-15%	x	3%
Cc1c(Br)c(-c2n[nH]c(=S)n2Cc2ccco2)nn1C	-2%	6%	3%
CS(=O)(=O)Nc1ccc(C(=O)NCCSCc2ccccc2)cc1	-5%	10%	x
COc1ccc(C(=O)NCc2ccco2)cc1S(=O)(=O)N1CCOCC1	0%	-21%	8%
COc1ccc([N+](=O)[O-])cc1NS(=O)(=O)c1cc(C(=O)NCc2cccnc2)ccc1Cl	0%	x	2%[56.1 µM]
O=C1C2=C(c3ccccc31)[N+](=O)C1CCCCC1N2[O-] (stereo not given)	4%	22%	3%

Single records, as listed above. Values in the order: FEN1 inhibitor | N370S GC mod | TDP1 inh
S=C(Nc1ccc(Cl)cc1)NC1CCCCC1 as listed: -5% | -8% | 1%
CC(C)n1c(SCC(=O)Nc2ccc3c(c2)OCO3)nc2c1c(=O)n(C)c(=O)n2C as listed: 2% | -13% | 2%
COc1ccc(-c2[nH]c3ccccc3c2SCCNC(=O)c2cc(OC)c(OC)c(OC)c2)cc1 as listed: -15% | x | 3%
O=C(O)Cn1c(O)c(C=Nc2ccccc2)sc1=S as listed: 1%&-14% | -8%&0% | -5%&-1%
O=C1C2=C(c3ccccc31)[N+](=O)C1CCCCC1N2[O-] (stereo not given) as listed: 4% | 22% | 3%

Going on with the list:
SMILES	FEN1 inhibitor	N370S GC mod	TDP1 inh
CC1CCCCN1Cc1ccc(-c2nnn(CC(=O)NC3CCCCC3)n2)cc1 (stereo not given)	2%	14%	7%
CC1=C(C(N)=O)N2C(=O)[C@@H](NC(=O)Cc3ccccc3)C2SC1 (stereo not given in full)	x	u	9%
CCN1CCCc2cc(CN(CCN3CCOCC3)C(=S)Nc3ccccc3C)ccc21	19%	-27%	5%
CCOC(=O)c1ccc(NC(=O)CCn2c(=O)oc3ccccc32)cc1	-9%&0%	-7%	2%[56.1 µM]
CCCCCOc1ccc(/C=C/C(=O)Nc2sc3c(c2C(=O)OCC)CCC3)cc1OC	-3%	x	0%[12.3 µM]
O=C(OCc1ccc([N+](=O)[O-])cc1)C1CC(=O)N(Cc2ccccc2Cl)C1 (stereo not given)	-11%	-10%	5%
CCn1c(=O)cc(SCC(=O)Nc2ccc(OC)c(OC)c2)c2ccccc21	-12%	1%	5%
COc1ccccc1NC(=O)NNC(=O)CCc1ccccc1	-1%	-16%	2%[56.1 µM]
O=C(N1CCCCC1)N1CCN(C(=O)N(c2ccccc2)c2ccccc2)CC1	-4%	13%	2%
O=C(C[C@H]1C[C@H](C(=O)N2CCOCC2)[C@@]2(CCC3CCCC3)c3[nH]c4ccc(Cl)cc4c3CCN2C1=O)NCc1ccco1	-9%	x	3%[56.1 µM]
Cc1ccc(N=C2NC(=O)c3cccc([N+](=O)[O-])c32)cc1	-3%	10%	0%
Cc1cccc(C(=O)NCC(=O)Nc2ccncc2)c1	2%	4%	x
COc1cccc(-c2nnc(SCC(N)=O)n2-c2ccc(Cl)cc2)c1	1%	-13%	4%
CCCNC(=O)c1cc(C)no1	-3%	19%	0%
O=S(=O)(Nc1ccc(Br)cc1)c1cccc2cccnc12	-18%	-1%	x
O=C(NN1C(=O)/C(=C/c2cccs2)SC1=S)c1ccccc1	-4%	9%	-1%
CN(C)c1nn(C(=O)Nc2ccc(Cl)cc2Cl)cc1-c1ccccc1	1%	-22%	8%
CCCCCCC1C(C#N)=C(N)OC2=C1C(=O)CCC2 (stereo not given)	-7%	8%	5%
O=S(=O)(CCSc1ccccn1)c1nc2ccccc2s1	14%	18%	-7%
CCOc1ccc(N(C(C)C(=O)NC2CCCCCC2)S(C)(=O)=O)cc1 (stereo not given)	-10%	13%	3%
NS(=O)(=O)c1cccc(NC(=O)CSc2n[nH]c(-c3cccs3)n2)c1	14%	x	3%
Cc1cc(OC(F)F)ccc1NC(=S)NC1CCCC1	17%	-10%	2%
C=CCN1CCN(C(=O)c2ccc(-c3ccccc3)cc2)CC1	0%	-4%	3%
Cc1c(Cl)cccc1NC(=O)COC(=O)CN1C(=O)NC(C)(C)C1=O	1%	-1%	2%
CC(=O)Nc1ccc(NC(=O)c2ccc([N+](=O)[O-])cc2Cl)cc1	-13%	11%	4%

Entries shown so far that have a COOH group:
SMILES	FEN1 inhibitor	N370S GC mod	TDP1 inh
O=C(O)c1sccc1Oc1ccc(NS(=O)(=O)c2ccccc2)cc1	-14%	8%	x
O=C(O)Cn1c(O)c(C=Nc2ccccc2)sc1=S	1%&-14%	-8%&0%	-5%&-1%

Next part:
SMILES	FEN1 inhibitor	N370S GC mod	TDP1 inh
Cc1ccc(C)c(Oc2coc3cc(O)ccc3c2=O)c1	-2%	15%	x
Cc1nnc(SCCC(=O)Nc2nc(-c3ccccc3)ns2)s1	5%	12%	-1%
COc1ccc(NC(=S)N(CCC(C)C)C2CCN(C(C)=O)CC2)cc1	19%	u	x
Cc1ccc(C(C(=O)NC2CCCC2)N(C(=O)Cc2cccs2)c2cccc(C)c2C)o1 (stereo not given)	8%	13%	3%
CCN(Cc1nc2ccccc2c(=O)[nH]1)C(=O)c1cc2c(s1)CCCCC2	-21%	x	0%
COc1ccc(C(=O)/C=C/C(=O)N(CC(=O)NCCC(C)C)Cc2cccs2)c(O)c1	4%	0%	6%
O=C(/C=C/c1ccccc1)N/C(=C/c1ccccc1)C(=O)N1CCOCC1	-10%	-3%	1%
CC(=O)c1ccc(NC(=O)C2CCN(S(=O)(=O)c3cccc4nonc34)CC2)cc1	7%	1%	2%
CC(C)c1cc(C(=O)O)c2cnn(C(C)C)c2n1	0%	-3%	-6%
O=C(CCC(=O)N1CCN(c2cccc(Cl)c2)CC1)N1CCN(c2ccccc2)CC1	-9%	-3%	5%
COc1ccc(CN2CC(C(=O)NCC3CCCO3)CC2=O)cc1 (stereo not given)	-10%	20%	1%
Cc1ccccc1-n1nc(C)c2cc(C(=O)N3CCOCC3)sc21	-3%	18%	5%
CCc1ccc(NC(=S)NC(=O)CC(C)C)cc1	10%	16%	0%
COc1ccc(N2CCN(Cc3nc4ccccc4c(=O)[nH]3)CC2)cc1	10%	-1%	7%
O=C(N/N=C/c1ccc(Br)cc1)c1cc[n+]([O-])cc1	7%	4%	1%
Cc1c(Cl)cccc1N1C(=O)CC(N(O)c2ccccc2)C1=O (stereo not given)	4%	-1%	0%
CCOC(=O)NCCOc1ccc(Oc2ccccc2)cc1	x	-2%	-11%
COc1cc2nc(SCc3cccc(Cl)c3)n3nc(CCn4nc(C)cc4C)nc3c2cc1OC	21%	x	0%
CCOC(=O)[C@H]1[C@H]2COc3cc(OC)ccc3[C@@H]2N2C(=O)CN(Cc3ccc(C)cc3)C(=O)[C@@]12C	-21%	x	0%
O=C(CSc1ncc(S(=O)(=O)c2ccccc2)c(=O)[nH]1)Nc1ccccc1Cl	1%	16%	x
Cc1ccccc1CN1CCN(C(=O)c2cccc3ccccc23)CC1	-5%	-8%	x
COc1ccc(OC2CCN(C(=O)Nc3ccc(C)cc3)CC2)cc1	-4%	3%	x
Cc1c(C(=O)NCc2ccc(F)cc2)sc2nc(-c3ccc(F)cc3)cn12	-23%	x	-1%
O=C(NCCOc1ccccc1)C(c1ccccc1)c1ccccc1	-23%	4%	-8%
Cc1cc(C)n(Cc2ccc(C(=O)NCc3ccco3)o2)n1	-6%	27%	-7%
CN(CCCN1CCCCC1)C(=O)CCc1nnc(C2CCCCC2)o1	1%	-1%	3%
COc1cc2c(cc1OC)CN(CC(=O)Nc1ccc(S(=O)(=O)N(C)C)cc1)CC2	-5%	-9%	0%
COc1ccccc1N1CCN(C(=O)C(=O)c2cn(CC(=O)N3CCOCC3)c3ccccc23)CC1	16%	-7%	2%
COc1ccc(Cl)cc1NC(=O)CN(C)C(=O)c1cc(-c2cccs2)nn1-c1ccccc1	-14%	u	0%
Cc1ccc(S(=O)(=O)C(C#N)c2nc3ccccc3nc2N2CCCC2)cc1 (stereo not given)	1%	5%	2%
